MOR-DOR ag = OPRM1-OPRD1 heterodimerization agonism; cells, luminescence; activation, % at 9.3 µM; hit rate 0.3% among 340,000; AID 504326; in the data active = activation above about 18%;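 also: 0% = vehicle-treated cells and 100% = reference agonist; values of inactives mirror those of a sister screen read the other way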
AddAB inh = less growth of phage-infected E. coli with AddAB | hit rate 0.29% among 330,000 | E. coli expressing H. pylori AddAB, absorbance growth | inhibition, % at 11.9 µM | AID 435030; in the data active = inhibition above about 12%;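 also: 0% = vehicle wells of infected cells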
phage Ecoli inh = E. coli growth loss with phage present | growth absorbance | inhibition, % at 11.9 µM | hit rate 0.26% among 360,000 | AID 651602; in the data active = inhibition above about 11%
MOR-DOR inv ag = inverse agonist of human OPRM1-OPRD1 heterodimerization. P35372+P41143. cell-based MOR-DOR heterodimer luminescence, inverse agonism. inhibition, % at 9.3 µM. hit rate 0.21% among 340,000. AID 504357; in the data active = inhibition above about 22%, passing the limit was not always enough;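 also: 0% = cells with DMSO and 100% = wells without cells with DMSO; values of inactives mirror those of a sister screen read the other way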
E coli growth = bacterial growth inhibition, counter-screen for AddAB inhibitors; E. coli V3065 growth, OD600 absorbance, 18 h; AID 449728; hit rate 0.27% among 330,000; inhibition, % at 11.9 µM;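 active = inhibition above the campaign's mean inhibition across all tested compounds plus 3 SD, cut at about 9.9% in these data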;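 also: uninfected addAB+ strain grown without phage in ampicillin broth; 0% = DMSO wells and 100% = ciprofloxacin 0.95 µg/ml wells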
PKA-R2B act = activators of human PKA-R2B complex; activation, % at 11.4 µM; P22694+P31323; AID 504700; PKA-R2B holoenzyme dissociation, Cy5-IP20 fluorescence polarization; R2B truncated from residue 108, S112A mutant; 0% DMSO only, 100% 113 µM cGMP; hit rate 0.079% among 340,000;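 active = activation above a cutoff set at the mean over all compounds plus 3 SD, cut at about 18% in these data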;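 also: higher means more holoenzyme dissociation and a rise in polarization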
Target sequence (P31323 whole entry, looked up, other chains not shown, the tested form may be a part): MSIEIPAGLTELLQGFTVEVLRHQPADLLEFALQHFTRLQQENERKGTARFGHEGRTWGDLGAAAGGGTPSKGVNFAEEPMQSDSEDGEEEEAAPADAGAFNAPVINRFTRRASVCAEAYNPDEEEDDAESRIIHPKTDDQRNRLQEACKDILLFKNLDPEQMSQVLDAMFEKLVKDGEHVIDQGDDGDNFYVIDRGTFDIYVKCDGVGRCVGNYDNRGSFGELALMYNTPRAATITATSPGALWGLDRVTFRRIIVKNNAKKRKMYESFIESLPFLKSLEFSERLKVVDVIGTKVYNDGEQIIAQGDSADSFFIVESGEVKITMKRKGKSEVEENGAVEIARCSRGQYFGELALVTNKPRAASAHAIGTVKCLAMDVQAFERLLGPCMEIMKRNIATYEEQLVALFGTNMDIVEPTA
HTR5A inv ctr = counter-screen for OPRM1-OPRD1 inverse agonists: human HTR5A inverse agonism. P47898. HTR5A cell line, luminescence. inhibition, % at 9.3 µM. hit rate 0.083% among 340,000. AID 504634; in the data active = inhibition mostly above about 23%, no sharp cut-off; inactive = mostly below about 18%;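 also: 0% = cells with DMSO and 100% = no-cell wells with DMSO; some compounds called inactive have numbers as strong as hits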
Target sequence (P47898 whole entry, looked up): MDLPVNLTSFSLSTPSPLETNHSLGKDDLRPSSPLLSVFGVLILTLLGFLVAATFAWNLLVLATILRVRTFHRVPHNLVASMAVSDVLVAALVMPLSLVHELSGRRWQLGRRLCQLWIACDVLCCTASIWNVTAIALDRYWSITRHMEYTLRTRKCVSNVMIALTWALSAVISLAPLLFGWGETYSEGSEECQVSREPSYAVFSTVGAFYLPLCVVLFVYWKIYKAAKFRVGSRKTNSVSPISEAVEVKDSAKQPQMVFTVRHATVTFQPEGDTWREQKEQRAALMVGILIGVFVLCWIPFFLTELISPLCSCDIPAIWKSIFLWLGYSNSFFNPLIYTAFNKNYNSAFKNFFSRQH
Tat transport = E. coli Tat transport inhibition. hit rate 0.036% among 340,000. E. coli MC4100 TorA-mCherry Tat export, fluorescence. inhibition, % at 10 µM. AID 488895;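 active = mean replicate inhibition at least 50% and at least half of replicates individually reaching 50%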;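 also: exported cargo escapes ClpAP degradation while cytoplasmic cargo is degraded and loses fluorescence; 0% = median of neutral control wells and 100% = median of NaSCN control wells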
PfHsp90 yeast 2 = inhibits growth of yeast expressing Plasmodium falciparum Hsp90 | S. cerevisiae expressing PfHsp90, BacTiter-Glo ATP, 48 h; yeast lacking PDR1 and PDR3 efflux regulators | inhibition, % at 9.4 µM | hit rate 0.32% among 310,000 | AID 504621;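 active = every replicate shows inhibition above about 80%, whatever the replicate mean, limit read from the data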;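 also: 0% = DMSO neutral controls and 100% = 20 µM radicicol positive controls; yeast relying on Plasmodium falciparum Hsp90 in place of its own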
Mot1-301 SUMO = SUMOylation pathway inhibition by Mot1-301 growth rescue; S. cerevisiae Mot1-301 growth rescue, ATP luminescence, 38.5C; percent above DMSO median, 100 means doubled; growth rescue, % at 18.8 µM; hit rate 1% among 320,000; AID 2716;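 active = every valid replicate shows activation above 250% relative to neutral control wells; inactive = the rest, any valid replicate at or below 250%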;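 also: OY570 slx delta 5 strain wells were the positive control but not used for scaling; some compounds called inactive have numbers as strong as hits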
PKA-R1A activ = PKA-R1A complex activation; PKA-R1A dissociation, Cy5-IP20 fluorescence polarization; scaled: DMSO 0%, 113 µM cGMP 100%; hit rate 0.083% among 340,000; activation, % at 11.4 µM; AID 504707;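 active = percent activation above the mean of all tested compounds plus 3 SD, cut at about 19% in these data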;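 also: higher means more PKAc released from R1A so a rise in polarization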
Active calls of the source: *; nt = no result given.

The line under a structure holds: MOR-DOR ag, AddAB inh, phage Ecoli inh, MOR-DOR inv ag, E coli growth, PKA-R2B act, HTR5A inv ctr, Tat transport, PfHsp90 yeast 2, Mot1-301 SUMO, PKA-R1A activ
CCOc1ccc(C(=O)Nc2ccc(NC(=S)NC(=O)CC)cc2)cc1Cl
    -3.2, 3.4, 2.0, 15.2, 0.9, -11.7, 11.0, -5.1, -7.7, -11.8, -6.4
Cc1n[nH]c(C)c1S(=O)(=O)N1CCCC(C(=O)NCc2ccccc2Cl)C1 (centres undefined)
    0.4, 3.9, 2.1, -2.4, -0.4, 9.8, -25.0, -7.4, -8.2, 62.2, 3.6
COc1ccc(NC2CCCN(C(=O)c3cc(C)nc4cc(F)ccc34)C2)cc1 (centres undefined)
    -2.1, 0.6, 1.6, 10.4, 1.4, -8.6, 11.0, -0.8, 21.4, -8.8, -4.4
CCOC(=O)c1sc(NC(=S)NC(=O)c2ccccc2)c(C(=O)OCC)c1C
    -2.4, 3.5, 3.1, 10.9, -2.6, -6.3, 12.2, 2.9, -10.4, -5.7, -8.0
CCCCN(C(=O)c1cc(S(=O)(=O)N2CCOCC2)ccc1Cl)c1c(N)n(CC(C)C)c(=O)[nH]c1=O
    -0.3, -0.2, 2.4, 1.9, 0.6, -2.8, -2.2, -2.9, 3.9, 25.2, 4.8
COc1cc(NS(=O)(=O)c2ccc(N/C=C(\C#N)c3nc4ccccc4o3)cc2)nc(OC)n1
    -0.9, 1.1, 1.8, 5.4, 2.4, 0.5, -4.5, -4.3, 14.1, -1.0, 3.9
COc1ccc(/C=N/NC(=S)Nc2ccccc2[N+](=O)[O-])cc1O
    2.4, 2.4, 0.4, -13.1, 0.7, -13.6, 7.4, 2.1, 4.2, 4.4, 8.2
Cc1cc(C(=O)CSc2nnnn2C)c(C)n1CCc1ccc(Cl)cc1
    -2.4, -0.8, 1.9, 13.2, -1.7, 4.0, -6.1, 6.3, -13.9, 28.7, -13.9
Oc1[nH]c2ccccc2c1N=Nc1nncc2ccccc12
    -0.8, 0.9, 0.8, 4.0, -0.1, -2.0, -19.4, 3.1, -0.2, -16.1, -10.6
CN(C(=O)c1ccccc1)c1nc2ccccc2s1
    -0.9, 4.2, 2.6, 4.5, 1.2, 10.1, -14.2, -3.4, 19.9, -1.0, -2.2
CN1CCN(C(=O)/C=C/c2ccc(Cl)cc2)CC1
    -4.0, 1.0, 5.4, 20.6, 2.0, -14.5, 12.9, 1.4, -9.9, 243.7, 1.0
C=CCC(NCc1ccccc1)c1ccc(OC)cc1 (centres undefined)
    -2.2, nt, 2.0, 11.1, nt, -19.5, -3.4, -11.0, 5.9, -17.8, -14.5
O=[N+]([O-])c1ccccc1Oc1ccc(C(F)(F)F)cn1
    0.3, 2.2, 2.0, -2.5, -1.0, -6.5, -7.3, -2.2, -18.0, 15.9, -7.4
CCOC(=O)c1ccc(NC(c2ccc(N(C)C)cc2)P(=O)(OC(C)C)OC(C)C)cc1 (centres undefined)
    0.1, 0.3, 4.3, -0.7, -1.6, -5.2, 13.0, 3.8, 3.9, 1.6, -0.7
CCN(CC(=O)NCc1ccc(Cl)cc1)C(=O)C1CCN(S(=O)(=O)c2ccc(OC)c(OC)c2)CC1
    -0.6, 0.3, 4.3, 4.1, 2.2, -2.8, -5.2, -4.8, nt, 48.9, -3.7
Cc1ccc2nc(SCC(=O)Nc3nonc3N)[nH]c2c1
    -0.4, -0.5, 4.0, 2.0, 3.6, 0.8, -8.9, 0.0, -23.5, nt, 2.8
COc1ccc(C(C#N)N2CCCCC2)cc1OC (centres undefined)
    -1.4, 3.4, 0.2, 7.5, 1.8, -6.1, -14.5, -9.3, 6.2, 8.4, 2.0
COc1cccc(/C=C2/NC(=O)N(CC(=O)Nc3ccc(C)cc3)C2=O)c1OCc1cccc(C(=O)O)c1
    -2.4, -1.1, -0.7, 15.1, -1.1, -11.1, -3.7, -8.9, -31.1, 1.8, -1.6
COc1ccc(/C=C/C(=O)NC(=S)Nc2ccc(C(=O)O)cc2)cc1
    -2.1, 2.6, 0.7, 11.1, 1.5, 7.5, 1.4, -4.8, -18.2, 13.5, -2.4
O=S(=O)(O)c1ccc(N=Nc2ccccc2)cc1
    -1.5, 1.7, -0.7, 7.3, 0.2, 3.3, 21.4, -6.6, 5.8, -17.3, 7.0
O=C(Nc1ccccc1)N1CCN(Cc2ccccc2)CC1
    -0.8, 0.8, -0.2, 4.8, -0.5, -2.2, -26.2, 0.2, -1.7, 22.3, -8.4
O=C(Nc1cc(S(=O)(=O)N2CCCCC2)ccc1Oc1ccccc1)C1=COCCO1
    -2.1, 1.4, 1.0, 8.4, -0.6, 3.3, -4.2, 7.7, 7.0, -4.1, -0.8
Cc1ccc(C2NS(=O)(=O)N=C2N)cc1 (centres undefined)
    -4.3, 2.9, 1.7, 21.6, -0.5, -11.6, 10.7, -1.7, -8.3, -20.7, -12.0
O=C1NC(=O)C(=Cc2ccccc2)N1
    -1.2, nt, 1.3, 6.2, nt, -5.5, -10.5, 11.0, -1.5, nt, 2.4
O=C1N[C@@H](Cc2ccccc2)C(=O)N2CCCC12 (some centres undefined)
    -3.8, -0.7, 3.0, 18.8, 2.3, -4.7, -5.6, -8.3, -8.7, nt, 0.1
CN(C)/C=C(\C#N)C(=O)N/N=C/c1ccc(F)cc1
    -3.0, -0.2, 0.5, 14.0, 0.9, 7.9, -28.0, -8.3, -1.6, nt, -0.3
O=C(Nc1cccc(Cl)c1N1CCCCC1)c1ccc(N2CCOCC2)c([N+](=O)[O-])c1
    -1.5, 4.8, 3.6, 7.5, -1.5, -4.5, 4.5, 8.5, 1.0, -6.5, -12.1
CCN1CCc2c(sc(NC(=O)c3ccc(S(=O)(=O)N4CCCCCC4)cc3)c2C(=O)NC)C1
    0.6, -0.3, -3.4, -1.9, -1.7, -15.8, 19.8, 4.1, -0.1, -0.9, 8.1
O=C1CCCCC1Nc1ccc(Br)cc1 (centres undefined)
    -4.0, nt, 1.3, 19.6, nt, -1.0, -3.3, 7.2, -2.6, nt, 6.8
CCOC(=O)c1cnc(SCC(=O)Nc2ccccc2C(=O)OC)nc1N
    6.1, 1.6, 0.2, -37.0, 0.0, -6.8, -21.1, 4.5, -31.6, 17.0, -2.4
CCN(CC)S(=O)(=O)c1cc(NC(=O)[C@@H](NC(N)=O)C(C)C)ccc1C
    0.0, 3.5, 1.8, -0.1, -1.1, -9.4, 7.7, 8.1, nt, 9.3, -5.8
CCCCN(CCCC)CCn1cnc2c([nH]c3ccc(OC)cc32)c1=O
    0.7, -4.2, 3.6, -3.5, -3.2, 8.1, 1.9, 5.3, -3.8, -10.0, -4.9
COc1ccccc1N1CCN(C(=O)CCCCCn2c(=O)[nH]c3ccsc3c2=O)CC1
    0.9, 2.3, -0.1, -5.0, 0.5, 4.8, -6.5, -17.9, -30.1, nt, -5.5
Cn1c(N)c(C(=O)CSc2nc(C3CC3)n(-c3ccccc3)n2)c(=O)[nH]c1=O
    -4.9, 1.4, 4.0, 19.1, 0.2, -3.8, 18.2, 5.1, nt, 12.8, -5.4
COc1ccc(/C=C2\SC(=S)N(c3cccnc3)C2=O)cc1
    -1.0, 0.8, 1.4, 4.9, 0.3, -14.8, -0.2, -0.6, 12.4, 2.9, -10.7
Cc1c[n+](CC(=O)c2ccccc2)cs1
    -2.6, 1.2, 0.7, 12.7, 1.1, -7.9, -13.8, -2.0, 8.5, -20.5, -6.7
O=C(CCCC(=O)NCCc1ccccc1)NCCc1ccccc1
    -1.3, -0.7, 2.7, 7.5, 0.7, 5.8, 8.7, 18.1, 32.9, -15.0, -0.6
CC(=O)OC(C(=O)Nc1ccccc1)C(C)S(=O)(=O)c1ccccc1 (centres undefined)
    0.5, 0.6, 1.5, -2.3, -1.8, -1.5, 16.9, 6.6, 5.4, 298.9, -6.8
COc1ccccc1CNCc1cc(Br)ccc1OC
    1.2, 0.2, 5.3, -6.6, -2.2, 4.0, -4.7, -0.8, 18.2, -13.6, -0.2
COc1ccccc1-c1coc2c(CN(C)C)c(O)ccc2c1=O
    -2.0, 1.8, 1.2, 9.8, -1.5, -5.1, 14.6, 7.9, -13.0, -13.4, -7.9
CC(=O)N/N=C(\C)CC(=O)NC(C)(C)C
    -2.4, 3.2, 4.3, 11.6, -0.6, -6.6, -1.7, 2.4, -6.8, 1.2, -5.5
CN(NC(=O)NN(C)C(=O)c1ccccc1)C(=O)c1ccccc1
    -0.2, nt, 2.1, 0.7, nt, 2.3, -1.2, 1.6, -16.1, nt, 5.4
Cc1cc(C)c(C(N)=O)c(SCC(=O)c2ccc(Cl)cc2)n1
    0.2, -3.2, -1.6, -1.2, -3.0, 2.0, -5.0, -5.5, 61.4, -11.4, 4.0
O=C(COC(=O)c1cc(Cl)cc(Cl)c1)NCc1ccco1
    -3.6, 0.5, 1.9, 13.5, 2.6, 3.8, 2.9, 1.9, -21.0, 6.4, 5.1
Nc1ccc(C23CC4CC(CC(C4)C2)C3)cc1
    -0.1, 1.7, -0.3, 0.7, 0.3, 1.3, 5.3, 4.4, -7.4, 224.5, -3.5
O=C(NCCN1CCCCCC1)c1ccc(N2CCCC2=O)cc1
    -2.5, 0.3, 2.9, 13.6, -0.9, -1.8, -12.8, 14.8, 22.1, 2.3, -3.1
CCc1ccc(NC(=O)c2noc3c2CCCCC3)cc1
    6.3, 1.9, -0.5, -34.6, 0.9, -1.1, -19.1, 2.8, -15.7, 5.4, -8.0
Cc1ccc(C(=O)C(C)OC(=O)c2n[nH]c(=O)c3ccccc23)cc1 (centres undefined)
    1.4, 3.1, 1.3, -6.4, 1.1, -2.4, 0.4, -6.2, -4.1, -7.6, -0.1

High-throughput results from PubChem BioAssay.
